NOD2-RIPK2 inh – NOD2-RIPK2 binding disruptors in cells, primary screen, fluorescence, CHO cells, BLA complementation; inhibition, % at 4.98 µM; CCF4 ratio; actives 0.38% (n = 360,000); Receptor-interacting serine/threonine-protein kinase 2 (Homo sapiens), O43353; in the data active = inhibition above about 21%;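 note: 0% = vehicle only and 100% = reference blocker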
Target sequence (O43353 whole entry, looked up): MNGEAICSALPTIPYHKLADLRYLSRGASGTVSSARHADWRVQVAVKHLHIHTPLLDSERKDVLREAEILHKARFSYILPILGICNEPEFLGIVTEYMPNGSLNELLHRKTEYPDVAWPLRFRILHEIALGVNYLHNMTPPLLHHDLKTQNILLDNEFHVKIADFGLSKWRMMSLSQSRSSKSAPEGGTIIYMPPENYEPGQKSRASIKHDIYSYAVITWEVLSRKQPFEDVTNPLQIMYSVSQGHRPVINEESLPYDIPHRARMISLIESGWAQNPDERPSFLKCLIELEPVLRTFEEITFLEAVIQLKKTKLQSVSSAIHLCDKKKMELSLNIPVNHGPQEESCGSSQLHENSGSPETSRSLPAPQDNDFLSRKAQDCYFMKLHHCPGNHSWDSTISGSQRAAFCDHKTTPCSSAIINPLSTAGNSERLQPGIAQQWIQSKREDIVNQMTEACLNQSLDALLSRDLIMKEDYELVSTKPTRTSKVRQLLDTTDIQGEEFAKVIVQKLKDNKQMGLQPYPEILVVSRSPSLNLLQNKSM
NR2F2 inh – NR2F2 transcriptional activity inhibitors, primary screen, cell-based, luciferase reporter, HEK293T, luminescence. HEK293T NGFI-A luciferase reporter. inhibition, % at 8.6 µM. actives 0.7% (n = 370,000);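 active = inhibition above a per-plate cutoff, mean inhibition of test wells between control levels plus 3 SD, cut at about 38% in these data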;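 note: cells cotransfected with COUP-TFII expression vector driving the NGFI-A reporter; 0% = median of COUP-TF2 test wells and 100% = reporter-only cells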
NR5A2 inv ag – LRH-1 (NR5A2) inverse agonists, primary screen, cell-based, luminescence, HEK293T, StAR-luciferase reporter; AID 602396, 2012; LRH-1 transfected, 24 h; actives 0.13% (n = 360,000); inhibition, % at 3.6 µM;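 active = inhibition above the mean inhibition of all tested compounds plus 3 SD, cut at about 73% in these data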;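 note: 0% = DMSO wells and 100% = reporter-only cells lacking LRH-1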
Target sequence (O00482 whole entry, looked up): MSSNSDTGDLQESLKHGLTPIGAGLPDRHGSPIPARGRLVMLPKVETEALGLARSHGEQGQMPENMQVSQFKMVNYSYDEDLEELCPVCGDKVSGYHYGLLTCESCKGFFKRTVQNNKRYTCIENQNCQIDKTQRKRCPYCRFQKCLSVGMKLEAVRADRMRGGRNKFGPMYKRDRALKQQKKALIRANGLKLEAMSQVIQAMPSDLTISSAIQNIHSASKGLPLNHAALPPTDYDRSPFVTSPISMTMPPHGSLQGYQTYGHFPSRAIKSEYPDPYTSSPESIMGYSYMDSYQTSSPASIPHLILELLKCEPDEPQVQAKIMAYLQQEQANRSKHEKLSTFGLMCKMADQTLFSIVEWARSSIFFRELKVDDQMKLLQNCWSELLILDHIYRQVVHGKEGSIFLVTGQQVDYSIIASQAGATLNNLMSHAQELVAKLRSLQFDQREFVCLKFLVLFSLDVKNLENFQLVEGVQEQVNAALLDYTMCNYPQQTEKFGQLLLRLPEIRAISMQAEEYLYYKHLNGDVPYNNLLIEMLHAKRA
NCOA1 inh – SRC1 coactivator transcriptional activity inhibitors, primary screen, cell-based, luminescence. Nuclear receptor coactivator 1 (Homo sapiens), Q15788. HEK293 GAL4-SRC1 luciferase reporter. inhibition, % at 3.6 µM. actives 0.12% (n = 360,000);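 active = inhibition above the campaign mean plus 3 SD, with each screening campaign given its own cutoff, cut at about 60% in these data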;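 note: 0% = DMSO treated cells and 100% = gossypol at 36 µM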
SRC3 inh – SRC3 coactivator transcriptional activity inhibitors, primary screen, cell-based, luminescence | inhibition, % at 3.6 µM | HEK293 GAL4-SRC3 luciferase reporter | actives 0.17% (n = 360,000) | Nuclear receptor coactivator 3 (Homo sapiens), Q9Y6Q9;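 active = inhibition above a per-campaign cutoff, the mean of all compounds plus 3 SD, cut at about 60% in these data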;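 note: 0% = DMSO-treated cells and 100% = gossypol-treated cells at 36 µM; higher means less SRC3-driven luciferase light from the GAL4 reporter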
NCOA2 inhibitor – inhibition of GAL4-SRC2 driven luciferase reporter, primary screen, SRC2 inhibitor project, cell-based, luminescence. Nuclear receptor coactivator 2 (Homo sapiens), Q15596. inhibition, % at 9 µM. HEK293 GAL4-SRC2 luciferase reporter. actives 0.17% (n = 370,000);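 active = inhibition above the mean inhibition of all tested compounds plus 3 SD, set per campaign, cut at about 52% in these data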;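 note: 0% = DMSO treated cells and 100% = cells given Gossypol at 36 µM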
TLR9-MyD88 block – inhibitors of TLR9-MyD88 association in cells, primary screen, cell-based, CHO, BLA complementation, fluorescence. Toll-like receptor 9 (Homo sapiens) + Myeloid differentiation primary response protein …. CCF4 FRET ratio. inhibition, % at 4.98 µM. actives 0.21% (n = 340,000);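 active = inhibition above the mean over all tested compounds plus 3 SD, cut at about 21% in these data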;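 note: 0% = DMSO only wells and 100% = clavulanate BLA inhibitor control wells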
C8 TRAIL sens – viability loss with TRAIL in NB7+C8 cells, primary screen, TRAIL sensitizer project, cell-based, ATPlite luminescence. inhibition (viability loss, TRAIL sensitization), % at 10 µM. actives 1% (n = 360,000). AID 624354, 2012;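 active = compounds causing at least 50% loss of cell viability in the single-dose screen, relative to plate controls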
EBV LMP1 NFkB – EBV LMP1-driven NF-kappaB luciferase reporter inhibitors, primary screen, cell-based, luminescence, single point | LMP1-induced NF-kappaB luciferase reporter cells | inhibition, % at 12.5 µM | actives 0.69% (n = 350,000); in the data active = inhibition above about 41%;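 note: 0% = neutral control wells and 100% = reference inhibitor control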
TWEAK Fn14 block – inhibitors of TWEAK-Fn14 signaling, primary screen, luciferase reporter cells, uHTS | TWEAK-stimulated Fn14 reporter cells, luciferase luminescence, 8 h | inhibition, % at 10 µM | actives 2% (n = 360,000) | AID 1159606, 2016; in the data active = inhibition above about 50%
TROY signal inh – inhibitors of TROY-driven NF-kB signaling, primary screen, Q293 LMP1-TROYcd cells, NF-kB luciferase, uHTS | Q293 LMP1-TROYcd NF-kB luciferase reporter, 4 h | inhibition, % at 10 µM | actives 0.98% (n = 360,000) | AID 1347056, 2019;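 active = compounds whose plate-normalised and pattern-corrected inhibition of the luciferase reporter signal at the single screening dose is 50% or more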
An asterisk follows results filed as active; · = no result given. Not all compounds are listed (hit frequency here may not be typical).

SMILES	NOD2-RIPK2 inh	NR2F2 inh	NR5A2 inv ag	NCOA1 inh	SRC3 inh	NCOA2 inhibitor	TLR9-MyD88 block	C8 TRAIL sens	EBV LMP1 NFkB	TWEAK Fn14 block	TROY signal inh
CC(=O)O/C(=C1\CC2C3CC=C4CC(OC(C)=O)CCC4(C)C3CCC2(C)C1=O)C(F)(F)F (stereo not given)	6	-5	-14	8	17	-4	7	-4	18	15	19
CCCCc1nc2ccccc2c(=O)n1-c1ccc(Cl)cc1[N+](=O)[O-]	2	3	13	-67	10	0	5	5	2	-11	8
COc1ccc(C(=O)CC(c2ccc(OC)c(OC)c2)c2c(O)c3ccccc3oc2=O)cc1OC (stereo not given)	-7	-12	5	2	-2	-49	8	-7	4	-7	-7
C=CCn1c(O)c(C=NCCN2CCOCC2)c(=O)[nH]c1=S	-8	8	15	21	12	5	-4	-1	9	13	4
Cc1cc(-c2ccc(N)c(C)c2)ccc1N	-3	4	0	-16	-56	18	-4	-10	-6	7	-6
CC(C)C(NC(=O)C(C(C)C)N(C)C)C(=O)N(C)C(C(=O)N1CCCC1C(=O)N1CCCC1C(=O)NCc1ccccc1)C(C)C (stereo not given)	10	-54	27	-7	19	16	-3	-18	5	5	17
CN1CC2CN(Cc3ccccc3)S(=O)(=O)C2C1 (stereo not given)	5	-11	-11	-8	-11	-4	·	-5	·	2	4
CCOC(=O)C1(CCc2ccccc2)CCN(Cc2cccc3c2OCO3)CC1	-6	-7	11	3	21	8	-19	11	12	0	20
Cc1ccccc1C(=O)N1Cc2ccccc2-n2nncc2C1	6	-6	5	7	-8	-22	6	5	5	5	8
COC(=O)C(O)(c1ccc(N(C)C(=O)c2ccc(Cl)c(Cl)c2)cc1)C(F)(F)F (stereo not given)	6	-1	10	-7	-3	8	9	2	-4	16	6
C/C(=N\Nc1cccc2ccccc12)c1c(O)n(Cc2ccccc2)c(=O)[nH]c1=O	0	-4	-7	-20	-1	17	-10	4	4	11	23
O=c1[nH]c(O)c(/C=C2/C=CC(c3cc(Cl)ccc3Cl)=N2)c(=O)[nH]1	-7	-11	6	10	9	-15	2	14	6	45	85*
COc1ccc(C(CN(C)C)C2(O)CCCCC2)cc1 (stereo not given)	1	13	-19	0	-6	-23	3	-4	-9	-16	2
Cn1cc(C=C2C(=O)NC(=O)NC2=O)c2ccccc21	2	1	18	-37	0	-18	-3	11	1	-21	-20
CN1Cc2cccnc2N(C)Cc2cc(Cl)ccc21	-3	10	16	4	11	9	-8	16	16	33	27
O=C1CC(=O)N(c2ccccc2)C(=O)N1	-4	5	10	2	5	-10	-2	-3	-6	9	-1
CCCCN1C(=O)NC(=O)C2(Cc3c(nc4ccccn4c3=O)N3CCc4ccccc4C32)C1=O (stereo not given)	0	1	-8	-25	11	-19	-5	-16	-5	12	1
Fc1ccccc1N1CCN(Cc2c(F)cccc2F)CC1	4	-11	-20	-20	0	10	-3	-6	-1	-8	6
CCSP1(=S)N=C(N2CCOCC2)C(C#N)=C2CCCN21 (stereo not given)	-9	0	-11	5	-7	-15	12	-2	-4	4	-4
CC(C)CC12CN3CCN(CC(C3)/C1=N/O)C2	3	-18	8	10	14	11	-2	3	-5	-5	-14
N#Cc1ccccc1OCC(=O)N1CCN(CC(=O)Nc2ccc(F)cc2)CC1	-3	14	9	-7	-1	1	1	-10	6	0	12
CN(C)C1=NP(N(C)C)(N(C)C)=NC(c2ccccc2)=N1	2	0	-24	-13	8	11	-4	11	1	-5	12
Cc1nccn1Cc1ccc(Cl)nc1	0	1	3	9	3	-7	1	-8	-12	-4	2
COc1ccc(NC(=O)c2cn(CCC#N)nc2-c2cccc(Br)c2)cc1	8	1	7	-10	-14	5	-6	-12	17	-1	-35
C[C@]12CCC(=O)C=C1C=CC1C2CC[C@]2(C)C(=O)CCC12 (stereo not given in full)	-2	0	6	5	-17	-4	-5	-6	7	-13	-2
CN1CCN(c2nc([N+](=O)[O-])nn2C)CC1	-5	-3	6	-24	13	-10	0	1	1	17	4
COc1ccc(C2SCC(=O)Nc3c2c(C)nn3-c2ccccc2)cc1 (stereo not given)	4	0	-30	-63	-32	-6	-5	-7	-3	6	4
O=Cc1cn(Cc2c(F)cccc2Cl)nc1-c1ccccc1	4	17	-42	-14	-18	9	9	8	-1	17	4
COc1ccc(C2=NCC(=S)Nc3ccc(Cl)cc32)cc1OC	-4	1	4	7	9	-32	3	-12	1	5	-1
O=Cc1c(C(=O)O)n(Cc2ccccc2F)c2ccccc12	-3	2	-2	-4	10	-12	-2	-2	5	-15	-11
CCOC(C(=O)OCC(O)CN(CC)CC)(c1ccccc1)c1ccccc1 (stereo not given)	-4	12	1	4	6	-19	-5	9	-17	-5	-11
CC(=O)C1CCC2C3CCC4CC(O)CCC4(C)C3C(O)CC12C (stereo not given)	-15	16	0	-18	-8	-65	-3	-10	-1	-10	-8
Cn1c(O)c(/C=C2\C=c3ccccc3=NC2=O)c(=O)n(C)c1=O	5	6	-1	1	-26	-27	-2	-20	1	13	18
COc1cccc(C2C([N+](=O)[O-])=C(N)Oc3c2c(=O)oc2ccccc32)c1 (stereo not given)	0	-3	-5	-5	15	4	-2	-17	-8	9	-14
COCCNC(=O)N1[C@H]2CC[C@@H]1C(C(=O)OC)=C(c1ccc(OC(F)(F)F)cc1)C2	-2	20	21	19	13	16	-5	-5	4	-1	-1
CCOP(=O)(OCC)C(NC(=O)c1ccc(Cl)cc1)=C(Cl)Cl	-6	12	6	12	19	18	2	-2	5	5	-18
COc1ccc(C(=O)N2CCOCC2)cc1S(=O)(=O)N1CCC(C)CC1	-3	3	8	-22	2	3	-7	-2	-8	-3	3
CC1=CC(O)C(O)C2(C)C1CC1OC(=O)CC3C(C)C(O)C(=O)C2C13CO (stereo not given)	-7	·	54	2	2	·	-11	6	2	11	4
O=S(=O)(NC1CN2CCC1CC2)c1ccc(Cl)cc1 (stereo not given)	-7	8	-14	-82	-19	-39	-4	-5	-7	3	10
C=CCn1c(O)c(C(C)=Nc2cccc(C(=O)O)c2)c(=O)[nH]c1=O	-5	-3	-2	-14	-8	-44	2	2	-1	4	-19
CN(C)S(=O)(=O)c1cccc(C(=O)N2CCC(C(=O)O)(c3ccccc3)CC2)c1	-11	5	-4	2	10	8	5	10	3	29	1
C[C@]12CC[C@@H](O)CC1=CCC1C2CC[C@]2(C)C(=O)[C@H](F)CC12 (stereo not given in full)	0	-14	-12	-18	2	-10	-4	-5	2	-14	8
Cc1cc(NC(=O)CCl)nn1C	-3	1	41	-14	-9	25	5	1	-14	8	8
CCOC(=O)c1nsnc1NCCCl	1	-4	-7	-24	23	-1	0	4	1	5	2
CN(C)N=O	-2	6	-32	0	18	-8	-1	7	2	-3	-7
O=C(Nc1ccc(F)cc1)OC1CN2CCC1CC2 (stereo not given)	0	3	-4	-9	9	-21	6	-3	-15	-3	-32
Cc1ccc(CN2CCN(C)CC2)c(C)c1	-2	8	-3	-7	17	-6	-8	-15	-1	21	1
COc1ccc(-n2c(/C=C/c3ccc4c(c3)OCO4)nc3ccccc3c2=O)cc1	-7	8	11	1	-15	-7	2	15	-6	26	11
CN1CCN(C(=O)O[C@H]2c3nccnc3C(=O)N2c2ccc(Cl)cn2)CC1	-12	10	-8	-4	-7	17	0	-15	5	-5	-17
CCOC(=O)C1CCN(/C=C2/C(=O)NC(=S)N(c3ccccc3F)C2=O)CC1	4	2	-5	-4	8	18	-4	-7	-5	-17	-4
O=c1[nH]c(O)c(C=Nc2ccccc2Sc2ccccc2)c(=O)[nH]1	-7	7	12	10	20	-20	-1	4	-3	6	8
O=C(CCN1C(=O)COc2ccccc21)N1CCC2(CC1)OCCO2	-9	-12	-26	-2	-8	-15	-2	-3	2	-8	-9
C#CCN1C(=O)C2(C(C#N)=C(N)OC(C)=C2C(=O)OCc2ccccc2)c2ccccc21 (stereo not given)	-4	0	11	4	2	-11	4	-1	-14	7	-3
CN(C)C(=O)Oc1ccc2c(c1)O/C(=C\c1cccc(Cl)c1)C2=O	4	5	-11	-19	-40	-4	9	7	-21	0	-42
CCCn1c(C)cc(C=O)c1C	-13	-14	-22	-5	15	0	1	-21	-4	-5	13
CCC(C)/C=C(C)/C=C/C1=CC2=C(Cl)C(=O)C(C)(OC(C)=O)C(=O)C2=CO1 (stereo not given)	-7	·	9	-8	-20	·	7	-13	-2	10	1
CC=C(CC)C1(CCC)C(=O)NC(=S)NC1=O	6	-6	3	-8	0	10	-4	-10	-1	7	-10
CCOc1ccc(-n2c(O)c(C=NCCN3CCNCC3)c(=O)[nH]c2=O)cc1	-1	·	-3	-10	2	·	-11	1	1	1	-19
CC1(C)COC(Nc2ccc(Cl)cc2)=N1	-11	3	7	-7	11	-10	3	4	-9	-10	-20
CCCC(=O)NC1=C(N2CC2)C(=O)C(NC(=O)CCC)=C(N2CC2)C1=O	0	1	-3	-17	4	3	-9	6	-4	3	0
The list continues.
SMILES	NOD2-RIPK2 inh	NR2F2 inh	NR5A2 inv ag	NCOA1 inh	SRC3 inh	NCOA2 inhibitor	TLR9-MyD88 block	C8 TRAIL sens	EBV LMP1 NFkB	TWEAK Fn14 block	TROY signal inh
CC(N)Cc1c[nH]c2cc3c(cc12)OCCO3 (stereo not given)	10	4	11	7	-25	-32	-7	-4	2	3	12
Cc1cc(C(=O)OCC(=O)Nc2ccc(F)cc2)c(C)n1C1CC1	1	8	-3	-17	9	5	-1	-8	3	44	11
Oc1cc(Cl)ccc1Oc1ccc(Cl)cc1Cl	4	6	11	-6	-6	-15	9	-7	-4	50	51*
O=C(CN1CCN(CCO)CC1)Nc1ccc(Cl)cc1C(=O)c1ccccc1	-9	20	-4	5	17	2	-3	-2	-3	1	9
c1ccc2c(c1)[nH]c1cnccc12	-4	-3	-3	1	2	0	-8	-7	-5	-7	0
CC(=O)NC(Cc1ccc(N(CCCl)CCCl)cc1)C(=O)O (stereo not given)	8	-8	-7	-6	-3	-16	3	-13	-5	-22	4

Already shown: an excerpt of the list.
SMILES	NOD2-RIPK2 inh	NR2F2 inh	NR5A2 inv ag	NCOA1 inh	SRC3 inh	NCOA2 inhibitor	TLR9-MyD88 block	C8 TRAIL sens	EBV LMP1 NFkB	TWEAK Fn14 block	TROY signal inh
O=C(CN1CCN(CCO)CC1)Nc1ccc(Cl)cc1C(=O)c1ccccc1	-9	20	-4	5	17	2	-3	-2	-3	1	9
c1ccc2c(c1)[nH]c1cnccc12	-4	-3	-3	1	2	0	-8	-7	-5	-7	0
CC(=O)NC(Cc1ccc(N(CCCl)CCCl)cc1)C(=O)O (stereo not given)	8	-8	-7	-6	-3	-16	3	-13	-5	-22	4

Screens from PubChem.
